Screening data: PubChem BioAssay, National Center for Advancing Translational Sciences (NCATS)
ELG1 DNA repair: blocks ELG1-dependent DNA repair in HEK293T cells; HEK293T ELG1-luciferase reporter, luminescence, 16 h; DNA damage induced by 5-fluorouridine; Potency, µM (series often up to 46.1 µM), for inactives: at the top dose activity change, negative = inhibition, hits mostly inhibitors; 2.3% of 330,000 active; further: potency means the concentration at half of the fitted maximal effect; on the % scale 0 is the no-effect control and ±100 the full control effect; nearly all actives have a fitted effect of over 55% in size
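Quantitative HTS, concentration-response format. 2,000 cells/well co-treated with 5-fluorouridine and compound, 16 hr in 5% CO2 at 37 °C; ONE-Glo luminescence read after 30 min.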
PKM2 activator: activators of human pyruvate kinase M2. purified PKM2, Kinase-Glo ATP luminescence, activation; response scale: 0% is enzyme alone, no compound. AID 1631. Potency, µM (top dose mostly 57.5 µM), without a hit: at the highest dose activation, most hits filed as activators. 0.34% of 260,000 active; further: potency means the concentration at half of the fitted maximal effect; on the % scale 0 is the no-effect control and ±100 the full control effect; nearly all actives have a fitted effect of over 55% in size
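ATP formation by purified human PK-M2, quantified via coupled luciferase luminescence after 1 h at room temperature with 0.1 mM ADP and 0.5 mM PEP final.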
Rab9 promoter act: activators of Rab9 promoter | AID 485297 | Huh7 Rab9 promoter-luciferase reporter, luminescence, 24 h | Potency, µM (series often up to 9.22 µM), for the others: top-dose activation, negative = inhibition, most hits filed as activators | 2.8% of 320,000 active; further: potency means the concentration at half of the fitted maximal effect; % of control where 0% means no effect; nearly all actives have a fitted effect of over 60% in size
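Huh7 reporter line, Rab9 promoter upstream of luciferase. Compound exposure 24 h at 37 °C in reduced-serum medium with 10% FBS. Read-out: luminescence.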
Gal4-VP16 FLuc: Gal4-VP16 reporter inhibition counter-screen; Drosophila S2 Gal4-VP16 UAS-luciferase, luminescence, 20 h; Potency, µM (top dose mostly 53.6 µM), inactives show top-dose activity, negative = inhibition, usual class: inhibitors; 3.5% of 310,000 active;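 further: Gal4-VP16 expression switched on by copper sulfate through the metallothionein promoter; potency means the concentration at half of the fitted maximal effect; on the % scale 0 is the no-effect control and ±100 the full control effect; nearly all actives have a fitted effect of over 50% in size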
MBNL1-CUG inh: blocks human MBNL1 binding to CUG repeat RNA | Q9NR56 | Potency, µM (top dose mostly 57.5 µM), inactives show top-dose activity change, negative = inhibition, actives largely listed as inhibitors | TR-FRET MBNL1-His/biotin-(CUG)12 binding, 665/545 ratio | 0.036% of 280,000 active; active means well fitted inhibition curve with a large enough effect in the signal ratio, with a control signal flat, not every such curve was filed as active; inconclusive means small, poorly fitted or top-dose-only effect, or effect the other way, or a change in a side signal; inactive means no such curve, though single readings can be large or run the other way; the % refers to the signal ratio; further: potency means the concentration at half of the fitted maximal effect; on the % scale 0 is the no-effect control and ±100 the full control effect
Target sequence (Q9NR56 whole entry, looked up): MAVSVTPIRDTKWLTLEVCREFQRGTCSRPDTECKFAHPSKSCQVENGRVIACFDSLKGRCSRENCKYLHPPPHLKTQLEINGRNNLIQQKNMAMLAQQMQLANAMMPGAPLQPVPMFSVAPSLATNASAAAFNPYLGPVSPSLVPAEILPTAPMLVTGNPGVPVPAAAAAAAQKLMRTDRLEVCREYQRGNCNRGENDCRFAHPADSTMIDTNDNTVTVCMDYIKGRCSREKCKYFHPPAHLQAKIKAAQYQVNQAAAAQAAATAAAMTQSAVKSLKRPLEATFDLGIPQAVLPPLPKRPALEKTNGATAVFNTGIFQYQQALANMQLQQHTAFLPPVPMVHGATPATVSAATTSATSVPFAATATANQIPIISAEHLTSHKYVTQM
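His-tagged MBNL1 binding to biotinylated (CUG)12 RNA was measured by TR-FRET using terbium anti-His antibody (0.055 ng/ul final) and streptavidin-XL665 (5 nM final). Compounds were titrated 92 nM to 58 uM; 60 min at room temperature.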
KCNH2 3.1 inh: KCNH2 3.1 (human) potassium channel inhibition. U2OS KCNH2 3.1, thallium flux FluxOr; hits give low values. activity change, % (tested at about 1.8 µM). 0.95% of 340,000 active. AID 720553;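 active means maximum activity change below -70%; inconclusive means maximum activity change from -70% to -50%; inactive means maximum activity change above -50%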;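 further: thallium influx rate constant from kinetic fluorescence after stimulation buffer; on the % scale 0 is the no-effect control and ±100 the full control effect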
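Thallium flux via FluxOr fluorescence (Red40 quencher, 45 min loading) in U2OS cells virally expressing the KCNH2 3.1 isoform (1.77 x 10^8 /mL virus, overnight at 37 C). Rate constants from 2-min kinetic reads post-stimulation, normalised to positive and negative controls.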
NPC1 promoter act: activates the NPC1 promoter; 2.4% of 320,000 active; Huh7 NPC1 promoter luciferase reporter, 24 h; Potency, µM (doses to about 9.22 µM), without a hit: top-dose activation, usual class: activators;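 further: potency means the concentration at half of the fitted maximal effect; % of control where 0% means no effect; nearly all actives have a fitted effect of over 60% in size; reporter is driven by a mutant NPC1 promoter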
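NPC1 promoter–luciferase Huh7 cells; 24 h compound; luminescence.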
Mito fusion act: mitochondrial division inhibition or fusion activation; S. cerevisiae fusion-defective mutant growth rescue, CellTiterGlo 48 h; 0.23% of 320,000 active; Potency, µM (highest dose often 46.1 µM), without a hit: at the highest dose growth rescue (activation), actives largely listed as activators; AID 485298;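 further: potency means the concentration at half of the fitted maximal effect; % of control where 0% means no effect; nearly all actives have a fitted effect of over 45% in size; temperature-sensitive fusion mutants such as fzo1-1 at 37 °C on non-fermentable ethanol glycerol medium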
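S. cerevisiae fusion-defective temperature-sensitive mutants (e.g. fzo1-1, mgm1-5) grown 48 h at 37C in YPEG (ethanol/glycerol non-fermentable) medium with 23 nl compound per well; growth rescue read as CellTiterGlo luminescence.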
FLuc modulator: firefly luciferase modulation, counter-screen for miR-21 project; purified FLuc, Km substrates, luminescence inhibition; Potency, µM (series often up to 57.5 µM), without a hit: at the top dose activity change, negative = inhibition, most hits filed as inhibitors; 6.9% of 360,000 active;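 further: potency means the concentration at half of the fitted maximal effect; plate controls were vehicle for no effect and reference inhibitor for full effect; nearly all actives have a fitted effect of over 55% in size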
Target sequence (P08659 whole entry, looked up): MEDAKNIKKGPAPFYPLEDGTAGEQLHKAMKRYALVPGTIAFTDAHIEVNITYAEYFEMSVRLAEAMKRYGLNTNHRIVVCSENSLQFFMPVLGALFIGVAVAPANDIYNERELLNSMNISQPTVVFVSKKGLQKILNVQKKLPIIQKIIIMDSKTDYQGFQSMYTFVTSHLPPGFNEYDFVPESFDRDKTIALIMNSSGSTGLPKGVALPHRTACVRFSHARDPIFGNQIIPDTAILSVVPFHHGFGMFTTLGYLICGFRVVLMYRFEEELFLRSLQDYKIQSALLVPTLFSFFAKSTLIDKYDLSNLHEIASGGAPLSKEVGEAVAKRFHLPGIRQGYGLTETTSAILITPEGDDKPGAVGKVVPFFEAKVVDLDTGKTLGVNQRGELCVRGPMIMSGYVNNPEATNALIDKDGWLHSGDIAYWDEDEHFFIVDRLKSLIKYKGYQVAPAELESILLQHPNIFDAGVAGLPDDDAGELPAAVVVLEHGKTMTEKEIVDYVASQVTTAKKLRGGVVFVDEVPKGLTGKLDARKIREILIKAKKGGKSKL
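Biochemical qHTS of compounds, final roughly 60 µM downward over six points, against 10 nM purified firefly luciferase using Km concentrations of substrates (10 uM D-luciferin, 10 uM ATP) in Tris acetate pH 7.5 buffer; luminescence output.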
Menin MLL FP TR: inhibitors of human menin-MLL interaction, mutant MLL peptide. Potency, µM (series often up to 61.6 µM), for the others: at the top dose FP activity change, negative = inhibition, actives largely listed as inhibitors. Menin + Texas Red MLL mutant peptide, fluorescence polarization. 0.23% of 270,000 active. AID 1768; active means well fitted inhibition curve with a large enough effect in the polarisation, with a control signal flat, not every such curve was filed as active; inconclusive means small, poorly fitted or top-dose-only effect, or effect the other way, or a change in a side signal; inactive means no such curve, though single readings can be large or run the other way; the % refers to the polarisation; further: potency means the concentration at half of the fitted maximal effect; % of control where 0% means no effect; many of its hits are not listed in these tables
RORg inh: ROR gamma (mouse) transcription inhibition; Drosophila S2 Gal4-RORgamma UAS-luciferase reporter, 20 h; Potency, µM (doses to about 53.6 µM), for the others: top-dose activity change, negative = inhibition, usual class: inhibitors; 5.4% of 310,000 active; AID 2551; P51450; further: potency means the concentration at half of the fitted maximal effect; on the % scale 0 is the no-effect control and ±100 the full control effect; nearly all actives have a fitted effect of over 60% in size
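Stable Schneider cell line, Gal4 DNA-binding domain fused to ROR gamma, UAS-luciferase. Cmpd 1 hr RT → CuSO4 700 uM final → 20 hr RT → luciferase reagent 10 min → luminescence.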
Starred values were filed as active, the others as inactive; ? = inconclusive; · = no result given; & = joins results of further samples; [ ] = dose if it differs, or a comment. Unless noted, the call rests on the fitted dose curve; in most records, active means well fitted curve in the direction sought with a large enough effect; inconclusive means small, poorly fitted or top-dose-only effect, or another doubt; inactive means no such curve, though single readings can be large; an effect the other way counts as inactive or inconclusive.

Values run as follows: Gal4-VP16 FLuc	Menin MLL FP TR	RORg inh	ELG1 DNA repair	KCNH2 3.1 inh	Rab9 promoter act	PKM2 activator	MBNL1-CUG inh	FLuc modulator	NPC1 promoter act	Mito fusion act
> CCOc1ccc(S(=O)(=O)N(CC)CC(=O)NCc2cccnc2)cc1C
 : 5%	1%	-1%	-1%	27	2%	1%	3%	-1%	2%	-9%
> COc1cc2c(cc1OC)CN(CC(=O)Nc1ccc(F)cc1)CC2
 : 2%	-5%	-11%	?	-3	-2%	·	-4%	2%	-9%	-4%
> Cc1c(C(=O)N2CCCC2)oc2c1-c1[nH]ncc1CC2
 : 22%	-7%	?	?	4	0%	-4%	-9%	-6%	-2%	-1%
> CCC(=O)c1c[nH]c(C(=O)NCc2ccco2)c1
 : -5%	-4%	-2%	18%	·	-3%	-1%	-1%	-2%	-2%	-7%
> O=C(N/N=C/c1ccc(OC(=O)c2ccccc2Cl)cc1)c1ccc(O)cc1
 : 0%	·	-21%	0%	-24	2%	0%	?	-2%	3%	1%
> CCNc1nc(Cl)nc(-c2cn(-c3ccccc3)c3ccccc23)n1
 : -3%	-19%	?	?	6	0%	6%	-4%	4%	-7%	3%
> O=C(NC1CCSC1)c1cccc(Cl)c1 (centres undefined)
 : 10%	·	2%	13%	12	-4%	-16%	-4%	-3%	8%	-6%
> CC(=O)NC1=NN(C(C)=O)C(C)(c2ccco2)S1 (centres undefined)
 : -11%	20%	15%	26%	1	2%	-11%	32%[activator]	-6%	-1%	-5%
> O=c1[nH]c(C2CCN(S(=O)(=O)/C=C/c3ccccc3)CC2)nc2c1nnn2Cc1ccc(F)cc1
 : -7%	29%	41%	?	-31	-5%	·	-2%	-2%	0%	-1%
> CC(C)(C#CCN1CCCC1)OCCC#N
 : 0%	2%	-8%	8%	5	10%	-9%	8%	-1%	1%	2%
> CCOC(=O)c1sc2nc(C)c3c(c2c1N)CC(C)(C)OC3
 : -4%	-12%	-1%	-12%	11	1%	-3%	-6%	0%	-3%	-5%
> CC(C)CNC(=O)c1cccc(NC(=O)COc2cccc([N+](=O)[O-])c2)c1
 : -29%	-5%	39%	?	·	-4%	7%	?	1%	-4%	14%
> O=C(c1cccs1)C1C(c2ccc(Br)cc2)NC(=S)NC1(O)C(F)(F)F (centres undefined)
 : -8%	2%	-13%	?	-24	?	4%	0%	-4%	?	1%
> O=C(NC(=S)N1CCOCC1)c1cn(-c2ccccc2)nc1-c1ccc(F)cc1
 : ·	·	·	-22%	0	-1%	·	·	-12%	1%	-2%
> O=[N+]([O-])c1c(NCc2ccccc2)cc(N2CCc3ccccc3C2)c2nonc12
 : -12%	?	-31%	-18%	11	3%	-15%	?	0%	-5%	2%
> CC(C)COc1ccc(CSCCNC(=S)Nc2ccccc2)cc1
 : 3.2µM*	36%[activator]	1.1µM*	1%	·	-10%	3%	5%	-12%	-13%	-11%
> O=C(Cc1cccs1)N(CC1CCCO1)C1(C(=O)NC2CCCCC2)CCCCC1 (centres undefined)
 : -4%	?	20%	-8%	11	8%	·	-4%	-2%	-11%	-2%
> COc1cccc(CN(C)C(=S)Nc2cccc(C)c2)c1
 : ?	6%	11µM*	4%	4	-5%	-1%	4%	5%	-5%	-1%
> c1ccc(CSc2nnc3ccc(-c4ccncc4)nn23)cc1
 : 13%	-10%	9%	-1%	17	1%	13%	?	-3%	-4%	-3%
> CCCN(CCC)CCCNC(=O)Cn1cnc2sc(C)c(S(=O)(=O)N3CCC(C)CC3)c2c1=O
 : 3%	-4%	8%	-4%	-8	0%	-3%	-7%	4%&-1%	-1%	3%
> CCOC(=O)C1(CCOC)CCN(C(C)CCc2ccc(OC)cc2)CC1 (centres undefined)
 : 8%	-10%	-12%	-2%	0	-3%	1%	-5%	0%	-3%	-7%
> COc1cccc2c(SCC(=O)N/N=C/c3ccc(O)c(O)c3)cc(C)nc12
 : -14%	?	-16%	0%	-28	-4%	?	16%	?	-11%	2%
> CN(CC(=O)Nc1ccccc1Cl)C(=O)Cn1cc(C(F)(F)F)cc(Cl)c1=O
 : ·	·	·	2%	4	-12%	·	·	-1%	-11%	-7%
> Cc1cccc(OCCOC(=O)Nc2ccccc2)c1
 : 24%	6%	36%	9%	8	1%	9%	1%	-16%	-2%	3%
> O=C(NCc1ccccc1)c1ccc(CN(c2ccccn2)S(=O)(=O)c2ccccc2)cc1
 : -6%	-25%	36%	-25%	11	4%	-8%	4%	-4%	0%	1%
> O=C(Nc1ccccc1C(=O)NCCc1ccccc1)c1cnccn1
 : 10%	5%	36%	?	-26	?	6%	17%	-16%	?	7%
> COC(=O)[C@@]1(Cc2ccc(OC)cc2)[C@H]2c3cc(C(=O)N4CCCC4)n(CCc4c[nH]c5ccc(O)cc45)c3C[C@H]2CN1C(=O)c1ccccc1
 : 5%&1%	-9%&9%	?	-14%	·	-3%	4%&1%	-19%	-3%	-1%	-4%
> CN(C)CCN(C(=O)C1=COCCO1)c1nc2ccc(Cl)cc2s1
 : 1%	-13%	-21%	?	-9	7%	-5%	-22%	-16%	8%	0%
> COc1ccccc1NC(=O)Nc1ccc(F)c(F)c1
 : 4%	?	?	-4%	·	18%	-2%	-5%	17µM*	12%	9%
> Cc1ccc(CS(=O)(=O)c2cn(CC(=O)Nc3ccon3)c3ccccc23)cc1
 : ·	·	·	7%	-18	1%	·	·	-15%	-1%	-7%
> O=[N+]([O-])c1ccc(CCNc2cccc3ccccc23)c([N+](=O)[O-])c1
 : ?	?	-42%	6%	-4	12%	7%	?	1%	3%	1%
> COc1ccc(CNC(=O)c2cc(-c3cccs3)on2)cc1
 : ?	?	?	?	-4	6%	15%	6%	-18%	9%	-5%
> Cc1cccc(NS(=O)(=O)c2cccc(C(=O)N3CCCC3)c2)c1
 : ·	·	·	-5%	-5	7%	·	·	0%	1%	8%
> Cc1cc(C)cc(N(CC(=O)Nc2cc(C)ccc2C)S(=O)(=O)c2c(C)[nH]c(=O)[nH]c2=O)c1
 : -11%	·	-12%	-2%	4	-1%	·	-1%	0%	-4%	5%
> Cc1ccc(-n2ccnc(SCC(=O)NC3CCCCC3)c2=O)cc1F
 : ·	·	·	2%	19	0%	·	·	5%	-7%	3%
> CCN(CC)S(=O)(=O)c1ccc(NC(=O)Nc2cccc(C(F)(F)F)c2)cc1
 : ?	·	?	?	23	-11%	0%	-4%	-2%	-5%	-2%
> N#Cc1ccc(CSc2nnc(NC(=O)c3ccc4ncsc4c3)s2)cc1
 : -19%	39%[activator]	?	?	-1	21%	-10%	?	?	12%	1%
> CC(C)=CC(=O)Nc1nnc(-c2ccccc2C)s1
 : 1%	-1%	32%	?	-7	?	2%	-5%	?	?	-2%
> COC(=O)c1ccc(/C=C2/C(=O)Oc3ccccc32)cc1
 : -11%	·	-5%	23%	-7	0%	·	0%	2.7µM*	0%	11%
> COc1ccc(C(=O)c2cc([N+](=O)[O-])ccc2N2CCN(C)CC2)cc1
 : -2%	4%	13%	?	3	-26%	-2%	?	3%	-28%	4%
> CCn1cc(C(=O)OCC(=O)OC2CC(C)CCC2C(C)C)c(=O)c2ccc(C)nc21 (centres undefined)
 : -6%	10%	-8%	?	1	-1%	-7%	12%	-2%	-7%	17%
> CC(C)(C)NC[C@H](O)COc1cccc2c1CCCC2=O
 : -5%&4%[17 µM]	3%&-9%[24.8 µM]	-16%[16.9 µM]	12%	-3	0%	·	·	3%	-2%	0%
> Cc1c(-c2cc(C(=O)O)no2)cnn1C
 : 24%	-13%	40%	?	-9	15%	5%	-6%	?	12%	-2%
> CC(=O)c1ccc(N2CCN(C(=O)c3cc(C)on3)CC2)cc1
 : 4%	2%	?	?	3	-2%	1%	5%	2%	-3%	2%
> Cc1ccc(S(=O)(=O)N(C)C)cc1NC(=S)NCCCn1ccnc1
 : 3%	5%	24%	-9%	5	10%	-1%	0%	-1%	-2%	0%
> Cc1ccc(NS(=O)(=O)c2cccc(C(=O)O)c2)c(C)c1
 : -25%	2%	-18%[10 µM]	13%	?	-5%	-2%	4%	2%	-2%	-1%

The list is partial; count on the stated rates, not on these rows.
